# High-throughput results: PubChem BioAssay, National Center for Advancing Translational Sciences (NCATS)
# DT40 TDP1 CPT = qHTS for Inhibitors of human tyrosyl-DNA phosphodiesterase 1 (TDP1): qHTS in cells in presence of CPT | chicken DT40 Tdp1-/-;hTDP1 cells + 20 nM CPT, ATP luminescence, 48 h | Potency, µM (top dose mostly 46.2 µM), for the others: at the highest dose activity change, negative = growth inhibition, hits mostly inhibitors | actives 12% (n = 420,000) | AID 686979, 2013; note: nearly all actives have a fitted effect of over 55% in size
#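 Chicken DT40 Tdp1-/- cells complemented with human TDP1, 400 cells/well, exposed to compounds plus 20 nM camptothecin for at least 48 h at 37 C; viability read as ATP content by CellTiter-Glo luminescence.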
# TDP1 cell noCPT = qHTS for Inhibitors of human tyrosyl-DNA phosphodiesterase 1 (TDP1): qHTS in cells in absence of CPT | actives 15% (n = 420,000) | DT40 Tdp1-/- hTDP1 cells, no CPT, ATP luminescence, 48 h | Potency, µM (top dose mostly 46.2 µM), inactives show at the highest dose activity change, negative = growth inhibition, actives largely listed as inhibitors; note: nearly all actives have a fitted effect of over 55% in size
#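 Growth of hTDP1-complemented DT40 Tdp1-knockout cells is measured by ATP luminescence after at least 48 hr compound exposure at 37 °C, with DMSO substituting for the 20 nM CPT used in the parallel screen.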
# TDP1 block = qHTS Assay for Inhibitors of Tyrosyl-DNA Phosphodiesterase (TDP1) | Tyrosyl-DNA phosphodiesterase 1 (Homo sapiens), Q9NUW8 | recombinant TDP1, AlphaScreen DNA substrate cleavage | Potency, µM (highest dose often 130 µM), without a hit: top-dose activity change, negative = inhibition, actives largely listed as inhibitors | actives 0.28% (n = 350,000); note: nearly all actives have a fitted effect of over 40% in size
# Target sequence (Q9NUW8 whole entry, looked up): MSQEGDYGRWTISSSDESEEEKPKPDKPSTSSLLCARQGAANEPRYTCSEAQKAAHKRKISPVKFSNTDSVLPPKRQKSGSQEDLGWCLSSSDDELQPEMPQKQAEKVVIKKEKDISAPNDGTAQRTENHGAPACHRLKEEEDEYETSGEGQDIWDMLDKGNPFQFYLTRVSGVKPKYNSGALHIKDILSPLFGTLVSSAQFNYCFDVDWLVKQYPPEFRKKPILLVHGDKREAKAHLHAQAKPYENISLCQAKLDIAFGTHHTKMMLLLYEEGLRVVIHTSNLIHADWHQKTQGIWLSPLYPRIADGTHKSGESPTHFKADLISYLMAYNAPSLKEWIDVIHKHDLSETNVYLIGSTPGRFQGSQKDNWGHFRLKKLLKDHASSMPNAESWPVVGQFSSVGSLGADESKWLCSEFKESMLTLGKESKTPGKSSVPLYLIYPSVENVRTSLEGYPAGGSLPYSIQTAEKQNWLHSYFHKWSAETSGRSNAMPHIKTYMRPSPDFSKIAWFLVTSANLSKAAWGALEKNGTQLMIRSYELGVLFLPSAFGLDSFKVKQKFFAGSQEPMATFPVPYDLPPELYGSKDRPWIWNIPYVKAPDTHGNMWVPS
#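 Tdp1 1 nM final; 15 min RT w/ cpd; substrate 15 nM, 5 min; beads 10 ug/ml, 10 min; AlphaScreen read. Neg ctrl: no enzyme.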
# An asterisk follows results filed as active; ? = inconclusive; . = no result given; & = joins results of further samples; [ ] = dose if it differs, or a comment. Calls come from the whole dose curve; as a rule, active = well fitted curve in the direction sought with a large enough effect; inconclusive = small, poorly fitted or top-dose-only effect, or another doubt; inactive = no such curve, though single readings can be large; an effect the other way counts as inactive or inconclusive. % is set by controls: 0 for no effect and ±100 for the full control effect; potency is the fitted concentration of half-maximal effect.
SMILES,DT40 TDP1 CPT,TDP1 cell noCPT,TDP1 block
CCc1ccc2[nH]c(=O)c(C(c3nnnn3CCOC)N3CCN(c4ccc(F)cc4)CC3)cc2c1 (stereo not given),?,?,4.7%
Cc1cccc(Cn2c(C(C)O)nc3ccccc32)c1 (stereo not given),-9.2%,-23.9%,4.1%
Cc1ccc2c(c1)COc1c3ccc(C(=O)O)cc3nn1-2,-16.7%,-18.2%,.
O=C(CSc1nc2ccccc2[nH]1)Nc1ccc(N2CCOCC2)cc1,11.6µM*,11.6µM*,6.0%
CCOc1ccc(-c2nc(C#N)c(N3CCN(C)CC3)o2)cc1,-22.5%,-18.1%,4.5%
CCN(Cc1ccccc1)Cc1c(O)ccc2c(=O)c(-c3ccccc3Cl)coc12,0.0%,-10.4%,.
CCOc1ccc(-n2c(SCC(=O)c3ccccc3)nc3c([nH]c4ccccc43)c2=O)cc1,?,?,4.4%
COc1cc(-c2noc(-c3ccc(NC4CCCC4)c([N+](=O)[O-])c3)n2)cc(OC)c1OC,-20.3%,-26.0%,8.6%
COc1ccccc1CNC(=O)C1CCN(S(=O)(=O)c2ccc(N3CCCC3=O)cc2)CC1,-28.8%,?,1.0%
COc1ccc(S(=O)(=O)N2CCCC2CNC(=O)C(=O)NCc2ccc(C)cc2)cc1 (stereo not given),?,16.4µM*,0.0%
CC(=O)OC1OCCOC1NC(=S)Nc1cccc(C(F)(F)F)c1 (stereo not given),4.3%,-20.5%,0.0%
COc1cccc2c1C(=O)/C(=C/c1ccc(N(C)C)cc1)C2,?,?,.
O=C(CN1C(=O)C2CCCCC2C1=O)OCc1nnc(-c2ccccc2)o1 (stereo not given),-1.7%,3.2%,-1.6%
Cc1ccc(S(=O)(=O)Nc2cc3c(cc2NCc2ccccc2)n(C)c(=O)n3C)c(C)c1,8.2µM*,23.1µM*,12.5%
COCCNc1nc(Nc2ccccc2Cl)c2sccc2n1,?,23.1µM*,.
CC1(C)CC(=O)C2=C(C1)N(c1ccccc1)C(N)=C(C#N)C2c1ccsc1 (stereo not given),-0.9%,-11.1%,6.6%
COC(=O)c1cc(S(=O)(=O)N2CCC(c3cc(OC)ccc3OC)C2)c[nH]1 (stereo not given),13µM*,?,2.0%
CC(=O)c1ccc(O)c(CSC2=NCCS2)c1,19.1%,-23.3%,1.2%
COCCCNC(=O)CSc1nc2cc(OC)c(OC)cc2c2nc(-c3ccccc3)nn12,0.0%,-6.7%,2.3%
CCc1ccc(Oc2c(C(F)(F)F)oc3c(CN4CCN(C)CC4)c(O)ccc3c2=O)cc1,?,25.9µM*,3.2%
CN(Cc1ccco1)C(=O)c1c[nH]c2ccc(S(=O)(=O)Nc3ccc4c(c3)OCCO4)cc2c1=O,-12.1%,2.2%,5.3%
O=C(Nc1nc2cc(Cl)ccc2s1)C1CCCN(S(=O)(=O)c2cccc3cccnc23)C1 (stereo not given),20.6µM*,16.4µM*,6.5%
CSc1ccc(S(=O)(=O)N2CCC(C(=O)NCc3ccco3)CC2)cc1,10.4%,-3.2%,15.3%
Cc1cc(O)cc(=O)n1Cc1ccco1,-1.8%,9.2%,-1.0%

# Reformatted: 17 of the compounds above
# Results follow in this order: DT40 TDP1 CPT	TDP1 cell noCPT	TDP1 block
Cc1cccc(Cn2c(C(C)O)nc3ccccc32)c1 (stereo not given)
  -9.2%	-23.9%	4.1%
Cc1ccc2c(c1)COc1c3ccc(C(=O)O)cc3nn1-2
  -16.7%	-18.2%	.
O=C(CSc1nc2ccccc2[nH]1)Nc1ccc(N2CCOCC2)cc1
  11.6µM*	11.6µM*	6.0%
CCOc1ccc(-c2nc(C#N)c(N3CCN(C)CC3)o2)cc1
  -22.5%	-18.1%	4.5%
CCN(Cc1ccccc1)Cc1c(O)ccc2c(=O)c(-c3ccccc3Cl)coc12
  0.0%	-10.4%	.
CCOc1ccc(-n2c(SCC(=O)c3ccccc3)nc3c([nH]c4ccccc43)c2=O)cc1
  ?	?	4.4%
COc1cc(-c2noc(-c3ccc(NC4CCCC4)c([N+](=O)[O-])c3)n2)cc(OC)c1OC
  -20.3%	-26.0%	8.6%
COc1ccccc1CNC(=O)C1CCN(S(=O)(=O)c2ccc(N3CCCC3=O)cc2)CC1
  -28.8%	?	1.0%
COc1ccc(S(=O)(=O)N2CCCC2CNC(=O)C(=O)NCc2ccc(C)cc2)cc1 (stereo not given)
  ?	16.4µM*	0.0%
CC(=O)OC1OCCOC1NC(=S)Nc1cccc(C(F)(F)F)c1 (stereo not given)
  4.3%	-20.5%	0.0%
COc1cccc2c1C(=O)/C(=C/c1ccc(N(C)C)cc1)C2
  ?	?	.
O=C(CN1C(=O)C2CCCCC2C1=O)OCc1nnc(-c2ccccc2)o1 (stereo not given)
  -1.7%	3.2%	-1.6%
Cc1ccc(S(=O)(=O)Nc2cc3c(cc2NCc2ccccc2)n(C)c(=O)n3C)c(C)c1
  8.2µM*	23.1µM*	12.5%
COCCNc1nc(Nc2ccccc2Cl)c2sccc2n1
  ?	23.1µM*	.
CC1(C)CC(=O)C2=C(C1)N(c1ccccc1)C(N)=C(C#N)C2c1ccsc1 (stereo not given)
  -0.9%	-11.1%	6.6%
COC(=O)c1cc(S(=O)(=O)N2CCC(c3cc(OC)ccc3OC)C2)c[nH]1 (stereo not given)
  13µM*	?	2.0%
CC(=O)c1ccc(O)c(CSC2=NCCS2)c1
  19.1%	-23.3%	1.2%

# Other records
SMILES,DT40 TDP1 CPT,TDP1 cell noCPT,TDP1 block
NC(=O)Cn1c(=O)n(-c2ccc(F)c(Cl)c2)c(=O)c2sc3ccccc3c21,-15.3%,?,3.8%
COc1ccc(CN(C)CC(=O)Nc2ccccc2C(=O)NC2CC2)cc1,?,?,0.3%
CCC(=O)N(Cc1cc2ccccc2[nH]c1=O)C(C)C,-1.2%,10.6%,7.1%
CC1(C)CC(NC(=O)c2cc(S(=O)(=O)N3CCOCC3)ccc2Cl)CC(C)(C)N1,12.3%,3.5%,0.3%
COCCNC(=O)c1onc(CSc2ccc(F)cc2)c1C(=O)NCCOC,2.5%,-1.9%,7.1%
C[C@@H]1CCCCO[C@@H](CN(C)C(=O)CCCN(C)C)[C@@H](C)CN([C@H](C)CO)C(=O)c2cc(N(C)C)ccc2O1,-5.4%,17.6%,.
Cc1cc(/C=C2\C(=N)N3N=C(CC(=O)N4CCOCC4)SC3=NC2=O)c(C)n1Cc1ccccc1,1.4%,10.4%,.
CC(O)CNC1c2ccccc2CC1O (stereo not given),-1.9%,-0.1%,.
CS(=O)(=O)CCC(C(=O)OCC(=O)c1ccc(Cl)cc1)N1C(=O)c2ccccc2C1=O (stereo not given),-9.0%,-13.9%,5.5%
O=c1oc2c(CN3CCOCC3)c(O)ccc2c2c1CCCC2,-17.6%,?,3.2%
Cc1ccccc1NC(=O)c1cccc(S(=O)(=O)N2CCCCC2)c1,-4.1%,-29.2%,8.7%
O=C(NC(=S)Nc1ccccn1)c1ccco1,13µM*,?,-3.4%
Cc1ccc(NC(=O)C2(C)CCN2Cc2csc3ccccc23)cc1 (stereo not given),?,?,.
Cc1ccc(CNCc2cn[nH]c2-c2ccc(C)cc2)cc1,7.94µM*,12.6µM*,0.8%
COc1cccc2c1cc1c(=O)n(CC(=O)N3CCN(c4ccc(Cl)cc4)CC3)nc(C)n12,-5.4%,-11.7%,2.9%
S=c1[nH]nc(C2CCCCC2)n1Cc1ccccc1,?,?,1.2%
CC(=O)Nc1ccc(S(=O)(=O)N2CCC(N3CCCCC3)CC2)cc1,-8.5%,-14.9%,10.4%
COc1ccc(-n2c(=O)c(C)nc3cncnc32)cc1,11.3%,-7.5%,.
O=C(O)Cn1c(-c2cccs2)cc2cc(Cl)ccc21,-18.0%,0.5%,-7.6%
O=C1O/C(=C/c2ccccc2)c2ccccc21,0.9%,-4.6%,?
Cc1ccc(/C(O)=C/C(=O)C(=O)NNC(=O)C(O)(c2ccccc2)c2ccccc2)cc1,-5.1%,-10.1%,3.6%[56.1 µM]
COc1cccc(NC(=S)N(CCN(C)C)C(C)c2ccco2)c1 (stereo not given),-1.7%,-17.7%,1.2%
N#Cc1ccccc1CN1C(=O)NC(Cc2c[nH]c3ccccc23)C1=O (stereo not given),8.3%,-9.5%,4.6%
CC(C)CCN1C(N(C)C)=NC[C@@H]1C,9.3%,5.3%,-0.6%
Cc1cccc(N2C(=O)CN(Cc3ccccc3)C2=S)c1,4.0%,-26.0%,.
O=C(COc1ccc2ccccc2c1)NNC(=O)Nc1ccc(F)cc1F,6.6%,7.3%,-19.7%
CCCc1nnc(NC(=O)c2ccncc2)s1,-0.2%,-0.1%,2.1%
CCc1ccc(/C(C)=N/Nc2cc(Cl)nc(C)n2)cc1,23.1µM*,?,1.0%
NC(=O)CC(NC(=O)Cc1cccc2ccccc12)c1ccc(NC2CCC2)c([N+](=O)[O-])c1 (stereo not given),6.4%,-17.8%,2.5%
CC(=O)N1CCc2nc3ccccc3cc21,-24.2%,-19.7%,.
O=C(NNc1ccccc1[N+](=O)[O-])Nc1ccccc1,14.6µM*,?,7.1%
CNC(=O)Nc1ccc(S(N)(=O)=O)cc1,11.2%,4.5%,2.9%
Cc1ccc(CSC2=Nc3ccccc3C3=NC(CCC(=O)NCc4ccco4)C(=O)N23)cc1 (stereo not given),-16.5%,-28.7%,6.0%
COc1ccccc1C(=O)NC(=O)COC(=O)CCS(=O)(=O)c1ccc(C)cc1,-17.8%,-0.2%,4.7%
CCCCC(=O)Nc1ccc(N2CCCC2)cc1,-22.0%,?,.
O=C1c2cccc(OCC(=O)N3CCCc4ccccc43)c2CCN1Cc1cccnc1,23.1µM*,9.2µM*,5.8%
COc1ccc(C(=O)c2sc3nc(-c4ccccc4)ccc3c2N)cc1OC,16.4µM*,13µM*,-3.1%
Cc1cc(-c2nc(C)c(C(=O)NN)s2)no1,4.9%,-11.7%,3.5%
O=C(CSC1=Nc2ccccc2C2=NC(CC(=O)NCc3ccco3)C(=O)N12)NCC1CCCO1 (stereo not given),-2.4%,-5.2%,-2.0%
COC(=O)c1ccc(Cl)cc1NC(=O)N1CCC(CN2CCCC2)CC1,?,?,2.5%
CCOC(=O)/C(C#N)=C/Nc1ccsc1C(=O)OC,8.3%,5.3%,2.9%
Cc1c(C(=O)NCc2ccccc2Cl)sc2nc[nH]c(=O)c12,-24.2%,-25.6%,1.1%
CCCOc1ccc(CCC(=O)N/N=C/c2ccco2)cc1,-3.1%,-27.9%,2.6%
COC(=O)C1CCN(c2ccc(C(N)=O)cc2[N+](=O)[O-])CC1,?,-8.3%,8.2%
COc1ccc(NC(=O)N2CCCC(c3nc(-c4ccc(C(C)C)cc4)no3)C2)cc1 (stereo not given),?,20.6µM*,-2.0%
O=C(C1CCN(C2CCN(Cc3ccc4c(c3)CCO4)CC2)CC1)N1CCCC1,-1.6%,-26.4%,0.0%
CCOC(=O)c1ccc(-c2c(C(=O)OCC)oc3cc(O)c(CC)cc3c2=O)o1,14.6µM*,11.6µM*,7.7%
O=C(Nc1ccc(S(=O)(=O)Nc2cnc3ccccc3n2)cc1)c1cc(F)c(F)cc1Cl,?,?,.
N#Cc1cc(-c2ccccc2)nc(Oc2ccccc2)n1,?,18.4µM*,-0.6%
O=C(C1CCCCC1)N1C[C@H](n2cc(C3CC3)nn2)[C@@H](O)C[C@@H]1c1ccccc1,-0.7%,-23.5%,.
O=C(c1ccc(CN2CCOCC2)cc1)N1CCN(Cc2ccccc2)CC1,-2.4%,-9.7%,7.8%
Cc1cc(C(F)F)n2nc(C(=O)Nc3ccc(S(=O)(=O)N4CCCCCC4)cc3)nc2n1,-11.2%,-28.8%,.
Cc1ccc(CN2CCNC(=O)C2CC(=O)N2CCN(c3ncccn3)CC2)o1 (stereo not given),6.3%,-15.9%,0.0%
COc1cccc(N2CCN(C(=O)CCS(=O)(=O)c3ccc4c(c3)oc(=O)n4C)CC2)c1,?,4.7%&-28.4%,0.1%&-3.2%
O=C(CSc1nnc(-c2ccco2)n1Cc1ccccc1)NCc1ccccc1,-29.6%,?,7.3%

# Grouped by structure: the compounds so far with a CF3 group (2)
SMILES,DT40 TDP1 CPT,TDP1 cell noCPT,TDP1 block
CC(=O)OC1OCCOC1NC(=S)Nc1cccc(C(F)(F)F)c1 (stereo not given),4.3%,-20.5%,0.0%
CCc1ccc(Oc2c(C(F)(F)F)oc3c(CN4CCN(C)CC4)c(O)ccc3c2=O)cc1,?,25.9µM*,3.2%
